Screening data (PubChem)
OXTR agonist: activates the human oxytocin receptor. P30559. CHO-OTR cells, Fluo-8 calcium fluorescence; normalized: DMSO 0%, oxytocin 100%. activation, % at 3 µM. 320,000 compounds, 0.32% hits;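 active = activation above the mean of all tested compounds plus 3 SD, cutoff set per screening run, cut at about 20% in these data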;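 also: peak over basal fluorescence ratio from a 100 s FLIPR kinetic read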
CHRM1 agonist: human M1 muscarinic receptor agonism | P11229 | CHO-K1 hM1, Fluo-8 calcium fluorescence, agonist mode; 0% DMSO, 100% acetylcholine EC100 | activation, % at 3 µM | 360,000 compounds, 0.33% hits;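 active = activation above the run's mean compound activation plus 3 SD, cut at about 16% in these data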;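 also: peak over basal fluorescence ratio within a 140 s kinetic read after compound addition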
TAAR1 ag: agonists of human TAAR1. Q96RJ0. CHO RD-HGA16 TAAR1, Fluo-8 calcium fluorescence; vehicle wells 0%, saturating PEA agonist 100%. activation, % at 3 µM. 360,000 compounds, 0.99% hits. AID 624467;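 active = activation above the mean activation of all test compounds in the run plus 3 SD, cut at about 38% in these data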
Target sequence (Q96RJ0 whole entry, looked up): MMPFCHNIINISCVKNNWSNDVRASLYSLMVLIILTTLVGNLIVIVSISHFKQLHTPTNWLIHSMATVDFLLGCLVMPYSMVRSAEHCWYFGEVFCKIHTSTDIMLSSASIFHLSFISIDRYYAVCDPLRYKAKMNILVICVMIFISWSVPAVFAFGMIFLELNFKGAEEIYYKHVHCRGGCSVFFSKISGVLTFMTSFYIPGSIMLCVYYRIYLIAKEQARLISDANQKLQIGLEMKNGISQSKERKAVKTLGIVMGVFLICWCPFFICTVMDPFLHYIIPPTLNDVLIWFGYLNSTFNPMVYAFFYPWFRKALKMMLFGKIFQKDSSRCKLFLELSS
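Assay system: CHO-derived RD-HGA16 cells with stable Gα16 and human TAAR1; timing: 17-24 h seeding, 75 min 37 °C dye, 30 min RT; read-out: % activation from peak over basal fluorescence ratio, DMSO-to-PEA scaled; measured by: kinetic Fluo-8 calcium fluorescence; benchmarks: low control DMSO, high control PEA (EC100); doses: 3 µM single concentration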
M1 PAM: positive allosteric modulators of human M1 muscarinic receptor; P11229; CHO-K1 hM1, Fluo-8 calcium fluorescence, ACh EC20; 0% = ACh EC20, 100% = maximal ACh; activation, % at 3 µM; 360,000 compounds, 0.088% hits; in the data active = activation above about 19%, passing the limit was not always enough
V1R ag counter: V1a receptor agonism, counter-screen for OXTR agonists | P37288 | CHO-V1R cells, Fluo-8 calcium fluorescence, agonist mode; 0% DMSO, 100% 3 nM vasopressin | activation, % at 3 µM | 320,000 compounds, 0.25% hits | AID 2797;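 active = activation above the mean activation of all tested compounds plus 3 SD, per screening run, cut at about 20% in these data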;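 also: signal is peak over basal fluorescence ratio across a 100 second FLIPR read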
Target sequence (P37288 whole entry, looked up): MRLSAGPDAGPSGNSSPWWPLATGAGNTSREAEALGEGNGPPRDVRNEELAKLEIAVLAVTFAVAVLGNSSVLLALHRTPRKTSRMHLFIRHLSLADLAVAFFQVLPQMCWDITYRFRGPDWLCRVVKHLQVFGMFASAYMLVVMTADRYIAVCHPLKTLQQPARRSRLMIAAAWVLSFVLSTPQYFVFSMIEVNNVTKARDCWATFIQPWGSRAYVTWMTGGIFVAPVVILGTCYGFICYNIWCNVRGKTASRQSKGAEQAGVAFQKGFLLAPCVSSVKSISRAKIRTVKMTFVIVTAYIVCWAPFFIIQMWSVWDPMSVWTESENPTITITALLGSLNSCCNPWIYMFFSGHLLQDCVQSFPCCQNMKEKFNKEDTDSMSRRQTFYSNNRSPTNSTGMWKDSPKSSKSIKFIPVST
CHO parental Ca: signal in parental CHO cells, OX1R antagonist counter-screen; parental CHO-K1, ATP-induced calcium, Fluo-8 fluorescence; inhibition, % at 5.6 µM; 330,000 compounds, 0.63% hits; AID 463079;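 active = inhibition above that plate's mean sample inhibition plus 3 SD, cut at about 26% in these data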;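 also: 0% = ATP-challenged DMSO wells and 100% = DMSO wells without ATP; some compounds past the cut are filed as inactive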
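Material – parental CHO cells · Reagent – ATP stimulus · Compound – single nominal dose of 5.6 µM per compound · Detection – Fluo-8 fluorescence · Read-out basis – percent inhibition of calcium signal · Controls – ATP-challenged DMSO wells low, unchallenged DMSO wells high · Repeats – no replicates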
OXTR potentiator: potentiators of human oxytocin receptor; AID 2445; activation, % at 3 µM; P30559; CHO-OTR cells, Fluo-8 calcium fluorescence, potentiator mode; 0% = oxytocin EC15, 100% = EC100; 320,000 compounds, 0.061% hits;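 active = activation above that plate's cutoff, the mean activation of tested compounds plus 3 SD, cut at about 6.6% in these data, passing the limit was not always enough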;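 also: 100% uses oxytocin at 75 nM as the full agonist control; some results filed as inactive read as strong as hits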
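Assay system: CHO cell line stably expressing human OTR. Reagent: EC15 oxytocin agonist. Dosing: single dose, 3.0 µM nominal final compound concentration. Timing: compound 6 min at room temperature before oxytocin, 100 s read. Signal: kinetic Fluo-8 calcium fluorescence. Controls: oxytocin EC15 low and EC100 high.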
CHRM1 antagonist: human CHRM1 antagonism. AID 588852. 360,000 compounds, 1.3% hits. P11229. CHO-K1 hM1, Fluo-8 calcium fluorescence, ACh EC80 antagonist. inhibition, % at 3 µM;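 active = percent inhibition above its own plate's cutoff, namely the mean of that plate's compound wells plus 3 SD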;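 also: peak over basal fluorescence ratio during 140 s after agonist addition; 0% = ACh EC80 plus DMSO and 100% = DMSO alone without agonist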
TAAR1 antag: antagonists of human TAAR1; AID 624466; CHO RD-HGA16 TAAR1, Fluo-8 calcium fluorescence, antagonist; 360,000 compounds, 1.5% hits; inhibition, % at 3 µM;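 active = inhibition above a per-plate cutoff, the mean inhibition of test compounds on that plate plus 3 SD, cut at about 49% in these data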;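 also: 0% = DMSO plus EC80 beta-PEA response and 100% = DMSO alone without agonist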
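System: RD-HGA16 CHO cells with stable hTAAR1 and Gα16 | Probe or stimulus: EC80 β-phenethylamine stimulus | Dosing: 3 µM, single point | Times: Dye loading 75 min at 37 °C, then 30 min room temperature | Measured by: Fluo-8 calcium-sensitive fluorescence | Read-out basis: % inhibition of agonist calcium response | Replicates: n of 1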
Starred values were filed as active, the others as inactive; nt = no result given.

SMILES	OXTR agonist	CHRM1 agonist	TAAR1 ag	M1 PAM	V1R ag counter	CHO parental Ca	OXTR potentiator	CHRM1 antagonist	TAAR1 antag
O=C1CCCc2ccccc2N1Cc1c(Cl)cccc1Cl	-2.7	-6	9	5	-1.7	-20	-8	-8	-12
Cc1ccc(NCCC(=O)c2ccc(Cl)cc2)cc1	-0.2	-5	6	1	-0.2	-8	-4	-3	15
CC(C)CNc1ncnc2c1ncn2[C@H]1CN(Cc2ccc(F)cc2)C[C@@H](CO)O1	nt	-1	1	5	nt	nt	nt	-8	-13
COCCn1c(-c2ccccc2)nc2oc3cc(OC)ccc3c(=O)c2c1=O	-0.2	-1	0	-4	0.0	-18	4	12	5
Cc1occc(=O)c1OCc1c(Cl)cccc1Cl	-0.1	-2	1	10	0.0	-20	-12	5	-3
CCCN1CC(=O)N2C(c3ccccc3)c3[nH]c4ccccc4c3C[C@H]2C1=O (some centres not stated)	nt	1	13	18	nt	nt	nt	-7	-2
COc1ccc(CCNC(=O)C2CCCN(C(=O)c3ccc(Cl)cc3)C2)cc1 (configuration not stated)	-2.3	-5	1	7	0.6	-21	-6	-3	-13
COc1cccc(CN2C(=O)CN(C3CCCCC3)C(=O)C2c2ccc(F)cc2)c1 (configuration not stated)	-1.6	-2	7	-11	-0.8	-36	-4	12	13
CCN(Cc1ccccc1)CC(O)COC(c1ccc(OC)cc1)c1ccc(OC)cc1 (configuration not stated)	6.1	-7	15	9	4.9	-10	-11	-19	-26
O=C(Nc1ccccc1N1CCCCC1)c1cccs1	-1.9	-5	20	4	-1.3	-17	-1	-10	13
CC12CC3CC(C)(C1)CC(C(=O)NNC(=O)c1ccncc1)(C3)C2	0.0	-1	6	4	1.0	-6	-5	-11	-20
O=S(=O)(Nc1ccccc1Cl)c1ccc(F)cc1	-1.2	-8	2	11	0.1	-14	-4	-11	4
CN(C)c1nc(Nc2ccccc2)nc(N(C)C)n1	-1.5	-3	14	11	-1.4	-8	-13	-14	-22
CCCN1C(=O)CC(c2ccco2)Sc2ccccc21 (configuration not stated)	-1.4	-8	2	-11	-1.7	-28	6	-1	5
CC(NS(=O)(=O)c1ccc(Cl)cc1)C(=O)NCCC1=CCCCC1 (configuration not stated)	-2.4	-4	4	-8	1.1	-17	-2	1	13
Cc1ccc2nc(-c3ccc(NC(=O)COC(=O)c4cncc(Br)c4)cc3)sc2c1	nt	-3	1	3	nt	nt	nt	3	-8
O=C(NC(=O)c1ccccc1F)OCc1ccc(Cl)cc1Cl	-2.8	-6	17	3	-0.7	-20	-9	-6	4
O=C(Nc1ccccc1N1CCN(C(=O)c2ccccc2)CC1)c1ccccc1Cl	-1.6	-3	4	2	-0.8	-17	-7	-9	11
CCOC(=O)N1CCN(CCC(=O)Nc2ccc(Br)cc2)CC1	1.6	-7	20	-6	3.5	-13	0	11	-3
COCCNS(=O)(=O)c1ccc(Cl)c(C(=O)NC2CCN(Cc3ccccc3)CC2)c1	1.2	0	1	5	-0.8	-11	-1	-5	-29
CC(C)n1c(N2CCCC2)nc2c1c(=O)[nH]c(=O)n2C	0.6	1	2	11	0.6	-6	-8	-17	1
CCOC(=O)c1[nH]c2ccc(OC)cc2c1NC(=S)N1CCN(c2ccccc2OC)CC1	1.4	-8	35	-4	0.5	-23	-10	0	2
O=C(/C=C/c1ccc(Cl)cc1)Nc1ccc(N2CCCCC2)cc1	0.4	-4	0	-3	0.1	-4	-7	4	-5
O=C1NC(c2ccccc2)=C(c2ccc3ccccc3n2)C(c2ccccc2)N1 (configuration not stated)	-1.3	0	6	14	2.0	-26	3	-7	-27
COCCCNCCC(CCC(C)C)c1ccc2c(c1)OCO2 (configuration not stated)	2.6	-8	7	-8	-1.7	-4	-18	2	-12
CCOC(=O)N1CCC(N2Cc3cccc(C(=O)NCc4ccc(OC)cc4)c3C2=O)CC1	-0.2	nt	nt	nt	0.5	-12	-5	nt	nt
CCNC(=O)CC1C(=O)N(c2ccccc2)C(=O)N1Cc1ccc(OC)cc1 (configuration not stated)	0.0	-4	1	-3	0.7	-21	-4	3	1
O=C1N=C(N2CCN(c3ccccc3)CC2)S/C1=C/c1cccs1	-1.8	-5	4	6	0.1	-16	-1	-5	9
C[C@@]12C(=O)Nc3cc(Cl)ccc3C(=O)N1[C@H]1c3ccccc3OC[C@@H]1[C@@H]2c1ccccc1	0.8	-4	nt	-24	1.5	-22	-6	33*	nt
Cn1c(CC(=O)NC(C)(C)CO)c(Sc2ccccc2)c2ccccc21	-0.6	-1	13	12	-0.4	-16	-3	-7	-14

A different layout for some results above:
smiles | OXTR agonist | CHRM1 agonist | TAAR1 ag | M1 PAM | V1R ag counter | CHO parental Ca | OXTR potentiator | CHRM1 antagonist | TAAR1 antag
CC(NS(=O)(=O)c1ccc(Cl)cc1)C(=O)NCCC1=CCCCC1 (configuration not stated) | -2.4 | -4 | 4 | -8 | 1.1 | -17 | -2 | 1 | 13
Cc1ccc2nc(-c3ccc(NC(=O)COC(=O)c4cncc(Br)c4)cc3)sc2c1 | nt | -3 | 1 | 3 | nt | nt | nt | 3 | -8
O=C(NC(=O)c1ccccc1F)OCc1ccc(Cl)cc1Cl | -2.8 | -6 | 17 | 3 | -0.7 | -20 | -9 | -6 | 4
O=C(Nc1ccccc1N1CCN(C(=O)c2ccccc2)CC1)c1ccccc1Cl | -1.6 | -3 | 4 | 2 | -0.8 | -17 | -7 | -9 | 11
CCOC(=O)N1CCN(CCC(=O)Nc2ccc(Br)cc2)CC1 | 1.6 | -7 | 20 | -6 | 3.5 | -13 | 0 | 11 | -3
COCCNS(=O)(=O)c1ccc(Cl)c(C(=O)NC2CCN(Cc3ccccc3)CC2)c1 | 1.2 | 0 | 1 | 5 | -0.8 | -11 | -1 | -5 | -29
CC(C)n1c(N2CCCC2)nc2c1c(=O)[nH]c(=O)n2C | 0.6 | 1 | 2 | 11 | 0.6 | -6 | -8 | -17 | 1
CCOC(=O)c1[nH]c2ccc(OC)cc2c1NC(=S)N1CCN(c2ccccc2OC)CC1 | 1.4 | -8 | 35 | -4 | 0.5 | -23 | -10 | 0 | 2
O=C(/C=C/c1ccc(Cl)cc1)Nc1ccc(N2CCCCC2)cc1 | 0.4 | -4 | 0 | -3 | 0.1 | -4 | -7 | 4 | -5
O=C1NC(c2ccccc2)=C(c2ccc3ccccc3n2)C(c2ccccc2)N1 (configuration not stated) | -1.3 | 0 | 6 | 14 | 2.0 | -26 | 3 | -7 | -27
COCCCNCCC(CCC(C)C)c1ccc2c(c1)OCO2 (configuration not stated) | 2.6 | -8 | 7 | -8 | -1.7 | -4 | -18 | 2 | -12
CCOC(=O)N1CCC(N2Cc3cccc(C(=O)NCc4ccc(OC)cc4)c3C2=O)CC1 | -0.2 | nt | nt | nt | 0.5 | -12 | -5 | nt | nt
CCNC(=O)CC1C(=O)N(c2ccccc2)C(=O)N1Cc1ccc(OC)cc1 (configuration not stated) | 0.0 | -4 | 1 | -3 | 0.7 | -21 | -4 | 3 | 1

(more compounds)
SMILES	OXTR agonist	CHRM1 agonist	TAAR1 ag	M1 PAM	V1R ag counter	CHO parental Ca	OXTR potentiator	CHRM1 antagonist	TAAR1 antag
Cc1noc(C)c1CCC(=O)N1CCCC(N2CCN(c3ccc(F)cc3)CC2)C1 (configuration not stated)	-0.9	-6	11	-5	0.1	-19	-10	-2	-17
CC(Sc1cccc[n+]1[O-])C(=O)NC1CCCCC1C (configuration not stated)	1.0	-1	6	-2	2.3	0	1	15	-21
COc1cc(Nc2ccn3nc(-c4ccc(F)cc4)cc3n2)cc(OC)c1OC	nt	-1	7	3	nt	nt	nt	-8	42
CC(=O)c1cccc(OCc2cc(C(=O)N3C[C@@H](C)O[C@@H](C)C3)no2)c1	1.1	-1	1	-2	0.9	-15	0	-1	-17
Fc1ccc(Cn2nnnc2CN2CCc3ccccc3C2)cc1	1.0	-4	5	2	1.6	-15	-15	-29	13
Nc1ccn(CC(=O)NCc2ccc3[nH]ccc3c2)c(=O)n1	0.4	-4	5	-4	0.3	-2	-1	5	14
O=C(Nc1ccccc1)/C(=C\c1ccco1)NC(=O)c1ccco1	1.7	-4	0	-1	1.2	-5	-3	0	5
O=C(NCCCc1ccccc1)C1CCC(CNc2c(N3CCCCC3)c(=O)c2=O)CC1 (configuration not stated)	1.2	-2	0	15	1.2	-14	-1	-14	-8
CC(C)(C)C(=O)Nc1c(Br)c(C2CC2)nn1-c1ccccc1	-2.1	-6	0	4	-1.5	-11	-8	-3	-18
CN(Cc1ccccc1)C(=O)c1cccc(NC(=O)Cc2ccc([N+](=O)[O-])cc2)c1	11	-8	13	-23	10	-2	-11	16	36
Cc1[nH]nc2c1C(c1ccc(F)cc1)C(C#N)=C(N)O2 (configuration not stated)	1.7	-4	7	5	2.1	-7	-7	-4	5
O=C(CNc1ccc(Br)cc1)c1ccc(Br)s1	-0.4	-5	-5	6	-0.4	3	-8	-8	18
O=C(c1cccc(C(F)(F)F)c1)N1CCCCCC1	-1.1	-7	9	-1	0.0	-3	-6	3	11
CSc1ccc(CN2CCN(C3CCCC3)C(CCO)C2)cc1 (configuration not stated)	1.4	-9	0	-26	0.6	-10	0	60*	-37
Cc1cc([N+](=O)[O-])nn1CC(=O)Nc1c(C)n(C)n(-c2ccccc2)c1=O	0.6	-3	3	9	0.7	-14	-5	-10	-1
COc1ccc(CCNC(=O)c2cnn3ccccc23)c(OC)c1OC	-0.5	0	1	4	-0.2	-14	0	-6	-1
CCn1c(Oc2cccc(Br)c2)nc2c1c(=O)n(C)c(=O)n2C	-1.8	-2	-2	9	0.0	-8	-1	-8	-3
Cn1c(SCc2ccc(F)cc2)nnc1-c1ccncc1	nt	-4	0	3	nt	nt	nt	-8	-2
CC(Cc1nnc(SCC(=O)O)n1N)c1ccccc1 (configuration not stated)	0.4	-5	6	2	-0.1	0	-12	2	-13
O=C(NCCC1CCCC1)c1cccs1	-1.1	-4	-1	14	0.3	-7	3	-15	-6
COc1ccc(NC(=O)c2ccco2)c([N+](=O)[O-])c1	-1.7	-6	-1	19	-1.1	-9	-10	-10	-14
CCOc1ccccc1Nc1ccnc2cc(Cl)ccc12	0.9	-14	5	-7	3.8	-33	-6	1	18
Cc1ccc(NS(=O)(=O)c2ccc(C(=O)N3CC(C)OC(C)C3)cc2)cc1 (configuration not stated)	41*	39*	127*	-6	37*	14	-17	11	57*
COc1cccc(NC(=O)C2(C)CCN2Cc2cccc(OC)c2F)c1 (configuration not stated)	nt	-3	-2	2	nt	nt	nt	-13	1
